# Assay outcomes as filed in PubChem BioAssay.
# PLAP inhibitors HTS: PLAP enzyme inhibitors, biochemical, luminescence, HTS (AID 690); 96,000 tested, 0.08% active; purified PLAP, luminescent substrate; higher % means a stronger effect; Alkaline phosphatase, placental type (Homo sapiens); one-dose inhibition, % at 20 µM; IC50 in µM for titrated hits; in the data active means a potency from the dose series; inactive means the rest, 99 in 100 with inhibition below about 30%; further: strong numbers were not always called active
# MRP resist rev: reversal of MRP1-mediated doxorubicin resistance, primary screen, H69AR cells, doxorubicin co-treatment | H69AR cells + 2 uM doxorubicin, CellTiter-Glo, 72 h | differential viability (reversal), % at 10 µM | 85,000 tested, 0.04% active;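 active means viability drop by adding the cancer drug above about 55%, with treated viability meeting a 40% cutoff, limit read from the data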;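 further: viability without doxorubicin minus viability with 2 µM doxorubicin for each compound; larger differential means the compound sensitizes cells more to doxorubicin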
# Bcl-B displacement: displacers of TR3 peptide from Bcl-B, primary screen, selectivity assay for Bfl-1 inhibitor project, biochemical, fluorescence polarization; Bcl-2-like protein 10 (Homo sapiens); FP displacement of FITC-TR3 peptide from Bcl-B; higher % means a stronger effect; displacement, % at 20 µM, or IC50 in µM where a hit was titrated; AID 748, 2007; 96,000 tested, 0.11% active;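 active means displacement above 50% at 20 µM plus a fluorescence interference ratio under 1.5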;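 further: plate controls were wells without compound for no effect and wells lacking Bcl-B protein for full effect; a part of the inactive calls stands beside numbers as strong as those of hits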
# IL1B NFkB inh: inhibitors of IL-1B driven NFkB p65 nuclear import, primary screen, imaging, HUVEC, IL-1B stimulus, high-content imaging. HUVEC IL-1B NFkB p65 nuclear translocation imaging. inhibition, % at 2 µM. 94,000 tested, 0.43% active. AID 796, 2007;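 active means inhibition above about 30% together with a positive call from visual inspection of the well image, limit read from the data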;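 further: nuclear over cytoplasmic p65 intensity ratio measured by imaging; 0% = IL-1B stimulated DMSO wells and 100% = unstimulated DMSO wells; values of inactives mirror those of a sister screen read the other way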
# IL1B NFkB pot: enhancers of NFkB p65 translocation in HUVEC – imaging, IL-1B stimulus, high-content imaging, primary screen; activation, % at 2 µM; 94,000 tested, 0.3% active; HUVEC IL-1B NFkB p65 nuclear translocation imaging;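 active means activation above 40%, about the mean plus 3 SD, also judged a hit on visual image review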;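 further: percent activation is computed from the nuclear over cytoplasmic p65 intensity ratio; values of inactives mirror those of a sister screen read the other way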
# MRP resist rev cytotoxicity: further read-out of MRP resist rev, marked with its call; viability, %; H69AR cells, CellTiter-Glo, 72 h; measured here: cytotoxicity without doxorubicin
# MRP resist rev with doxorubicin: also measured in MRP resist rev; calls as there; viability, %; measured here: viability with 2 uM doxorubicin; stronger effect = lower value
# IL1B NFkB inh cell count 2 µM: second read-out of IL1B NFkB inh, no call of its own (marks repeat the call); cell count; measured here: cells passing quality filter;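 raw number of nuclei counted in each imaged well without normalization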
# IL1B NFkB pot cell count 2 µM: recorded beside IL1B NFkB pot, whose call it bears; cell count; measured here: cells passing quality filter
# * marks the source's active call; other numbers are inactive results; . = not tested or not shown. Not all compounds are listed; rates above refer to the full screens.
SMILES,PLAP inhibitors HTS,MRP resist rev,MRP resist rev cytotoxicity,MRP resist rev with doxorubicin,Bcl-B displacement,IL1B NFkB inh,IL1B NFkB inh cell count 2 µM,IL1B NFkB pot,IL1B NFkB pot cell count 2 µM
O=C(CSc1ccc2c(c1)OCCO2)NCc1ccco1,-61%,-6,89,95,15%,-22,109,22,109
CCOC(=O)c1c(C)[nH]c(C(=O)OCC(=O)N2CCc3ccccc32)c1C,21%,-6,91,97,8%,-2,90,2,90
CCOc1ccc(-n2c(Cc3cc(=O)[nH]c(=O)[nH]3)nnc2SC(C)C)cc1,-22%,13,93,80,-6%,-19,151,19,151
CSc1nc(-c2ccccc2)nn1C(=O)c1ccc(C)cc1,15%,.,.,.,-5%,-4,158,4,158
CCCCOc1ccc(C2C(=O)N(C3CCCCC3)CC(=O)N2CC2CCCO2)cc1 (stereo not given),-27%,-2,78,80,-6%,6,136,-6,136
CC(CN(C)Cc1ccccc1)OC(=O)C1COc2ccccc2O1 (stereo not given),-26%,-1,98,99,12%,.,.,.,.
Cc1c(Cc2ccccc2)c(=O)oc2c(C)c(OCc3nn[nH]n3)ccc12,-31%,-14,93,107,0%,-8,118,8,118
CC(C)c1ccc(NC(=O)CCNS(=O)(=O)c2cccc3nonc23)cc1,.,3,74,72,.,-7,143,7,143
CC(=O)Nc1ccc(NC(=S)Nc2ccccc2)cc1,-1%,.,.,.,-6%,-2,108,2,108
O=C(COc1ccccc1)Nc1nnc(-c2ccccc2)o1,1%,1,96,95,-5%,-4,134,4,134
COC(=O)C1CCN(C(=O)COC(=O)CC(NC(C)=O)c2ccccc2)CC1 (stereo not given),14%,.,.,.,2%,-7,165,7,165
COCc1nc(-c2ccc(-c3ccc(OC)cc3)nc2OC)no1,5%,4,90,86,0%,.,.,.,.
O=[N+]([O-])c1ccc(N2CCN(CCO)CC2)cc1Sc1nc2ccccc2[nH]1,-33%,.,.,.,-5%,-12,66,12,66
CC1(C)SC2c3ccccc3C(=O)N2[C@@H]1C(=O)NCCCN1CCOCC1 (stereo not given in full),-42%,-14,93,106,-4%,-7,126,7,126
O=S(=O)(c1ccc(Cl)cc1Br)N1CCCCC1,12%,-6,80,87,2%,-26,146,26,146
Cc1ccc(N2C(=O)C3ON(c4ccccc4)C(c4ccncc4)C3C2=O)cc1 (stereo not given),-22%,4,108,104,0%,-12,114,12,114
Cc1ccc(OCCC(=O)Nc2c(C)n(C)n(-c3ccccc3)c2=O)cc1,-28%,10,94,84,-6%,-5,70,5,70
O=c1c2ccccc2ncn1Cc1ccco1,14%,-25,79,103,-21%,-5,65,5,65
CCCc1cc(=O)oc2cc(C)cc(OCc3nn[nH]n3)c12,3%,-23,93,116,-6%,-5,140,5,140
Cc1cc(Nc2nc3ccccc3[nH]c2=O)n(-c2ccccc2)n1,17%,-8,69,78,0%,.,.,.,.
O=C(NC(Nc1nc2ccccc2s1)(C(F)(F)F)C(F)(F)F)c1ccccc1,14%,.,.,.,8%,7,136,-7,136
COc1ccc(OC)c(-c2cc(C(=O)N3CCCc4ccccc43)no2)c1,-10%,7,88,81,-8%,7,74,-7,74
COC(=O)c1[nH]c2cc(C)ccc2c1NC(=O)CN1CCN(c2ccccc2OC)CC1,-51%,.,.,.,-4%,1,203,-1,203
CCn1c(=O)c2cc(S(=O)(=O)NCCOc3ccccc3)ccc2n(CC)c1=O,17%,-1,92,93,-1%,-9,165,9,165
c1ccc(-c2ccc(-c3cnc4n3CCCCC4)cc2)cc1,-70%,13,95,82,-8%,24,82,-23,82
COc1ccc(C2c3c(oc4c(C)cc(C)cc4c3=O)C(=O)N2Cc2cccnc2)cc1OC (stereo not given),-10%,5,52,47,-2%,.,.,.,.
CCn1c(=S)sc2nc(C)sc21,.,-5,82,87,.,-28,156,28,156
Cc1ccc(CCNC(=O)C2CCN(c3nn4c(=O)cc(C)nc4s3)CC2)cc1,-40%,2,87,86,-11%,.,.,.,.
COC(=O)c1nnn(-c2nonc2N)c1-c1cccs1,7%,2,102,99,-2%,9,75,-7,75
CNc1nc(NC)nc(-n2c(C(F)(F)F)nc3ccccc32)n1,12%,-11,67,78,-7%,11,132,-11,132
CCc1c(C)nc2[nH]nc(NC(=O)C(F)(F)F)n2c1=O,10%,6,96,90,-1%,9,96,-9,96
CNC(=O)c1ccc2snnc2c1,-24%,2,99,97,3%,10,179,-10,179
COc1ccc(/C=N\NC(=S)SCN2C(=O)C3CCC(C)(C2=O)C3(C)C)cc1 (stereo not given),.,8,98,89,.,-4,175,4,175
O=C(CCn1c(=O)sc2ccccc21)NCCC1=CCCCC1,-25%,1,81,80,-8%,.,.,.,.
O=C(/C=C/c1cccc2ccccc12)NCCC1=CCCCC1,16%,.,.,.,-6%,-11,193,11,193
CCOc1ccc(-c2nc(C#N)c(NCC(C)C)o2)cc1,25%,6,93,88,4%,2,140,-2,140
O=C(Nc1ncn[nH]1)C(F)(F)C(F)F,-69%,-11,89,101,1%,-2,70,2,70
COc1cc(N)ccc1NC(=O)c1cccs1,-12%,2,111,109,-11%,-28,177,28,177
CCC(=O)Nc1cc(Cl)ccc1N1CCN(C(=O)CC)CC1,-7%,2,83,81,-4%,-13,189,13,189
CCOC(=O)N1CCN(C(=O)c2ccccc2Oc2ccccc2)CC1,-31%,.,.,.,16%,-11,115,11,115
Cc1ccc(C)c(N2CCN(CC3CC=CCC3)CC2)c1 (stereo not given),28%,3,90,87,2%,.,.,.,.
C=CCOC(=O)C1=C(C)NC(SC)=C(C#N)C1c1cccs1 (stereo not given),11%,-57,20,77,-2%,10,191,-10,191
COc1ccc(NC(=O)CSc2nnc(Cc3cccn3C)n2-c2ccc(F)cc2)cc1,-38%,6,87,81,6%,-2,53,2,53
c1nc2nc3c(c(N4CCOCC4)n2n1)CCCC3,-1%,2,88,85,-1%,7,118,-7,118
COc1ccc(NC(=O)CN(c2cc(C)cc(C)c2)S(=O)(=O)c2c(C)noc2C)cc1OC,-17%,20,83,63,2%,.,.,.,.
Cc1ccc(-c2cc(C(=O)NN=C3CCCC3)c3ccccc3n2)cc1,-15%,.,.,.,4%,-9,125,9,125
Cn1nc(C(=O)NCCN2CCOCC2)c2ccccc2c1=O,6%,-3,102,105,-5%,-17,112,17,112
O=c1nc2n(c3sc4c(c13)CCCC4)C(CBr)CS2 (stereo not given),22%,7,80,73,-3%,0,180,0,180
COc1ccc(OC)c(C(=O)CSc2nnc(Cc3cccs3)n2CCc2ccccc2)c1,-35%,-2,69,72,-39%,2,172,-2,172
COc1cc2c(cc1OC)CN(C(=O)CSc1n[nH]c(N)n1)CC2,-62%,-15,93,107,-4%,-6,162,6,162
Cc1ccc2nc3c(nc2c1)-c1ccccc1C3=O,-4%,-12,49,61,12%,-11,85,11,85
CC(C)Nc1nc(NC(C)C)nc(C(N)=O)n1,-9%,4,80,76,-4%,6,188,-6,188
CC(=O)NC(NC(=S)Nc1ccc(N=Nc2ccccc2C)cc1C)C(Cl)(Cl)Cl (stereo not given),5%,.,.,.,-12%,-2,155,2,155
C=CCn1c(CNc2ccc(C)cc2)nnc1SCC(=O)N/N=C/c1ccc(O)cc1,-21%,.,.,.,-5%,3,142,-3,142
c1ccc(CN2CCOCC2)cc1,0%,30,93,63,-1%,-17,163,17,163
COc1cc(NC(=O)c2ccc(-c3ccc(Br)cc3)o2)ccc1NC(=O)C(C)C,55%,-9,64,72,-9%,-8,172,8,172
COc1ccc(Oc2c(C=O)c3ccccc3n2C)cc1,23%,.,.,.,-4%,-14,189,14,189
O=C(c1ccncc1)N(Cc1cc2ccccc2[nH]c1=O)C1CCCCC1,-37%,-1,75,76,20%,-4,131,4,131
CC(OC(=O)c1snc(C(=O)NC2CCCCC2)c1N)C(=O)NC1CCCCC1 (stereo not given),.,-23,23,45,.,-29,132,29,132
CC(C)Nc1nnc(SCC(=O)Nc2ccc(F)cc2)s1,12%,7,103,97,2%,-14,131,14,131

# Later entries
SMILES,PLAP inhibitors HTS,MRP resist rev,MRP resist rev cytotoxicity,MRP resist rev with doxorubicin,Bcl-B displacement,IL1B NFkB inh,IL1B NFkB inh cell count 2 µM,IL1B NFkB pot,IL1B NFkB pot cell count 2 µM
CC(C)c1nnc(SCc2ccc(CSc3nnc(C(C)C)n3N)cc2)n1N,8%,-37,54,91,-5%,1,121,-1,121
Cc1nc(-n2nnc3cc(C)c(C)cc32)c2c3c(sc2n1)CCCC3,4%,.,.,.,-17%,-9,147,9,147
O=c1[nH]c(-c2ccccc2O)nc2c1CCCC2,-14%,-1,88,89,10%,.,.,.,.
CCOc1ccc(/C=N/Nc2nc(N3CCCC3)nc(N3CCCC3)n2)cc1OC,-42%,-4,81,85,-2%,-9,46,9,46
CCc1nnc(NC(=O)C2CCCN(S(=O)(=O)c3ccccc3)C2)s1 (stereo not given),-14%,-2,103,105,81%,7,165,-7,165
COC(=O)CSc1nc(-c2ccc(F)cc2)cc(C(F)(F)F)n1,.,-4,85,89,.,-26,136,25,136
Cc1ccc(-c2nnc(SCC(=O)N3CCCC3)o2)cc1C,-51%,19,105,86,9%,-3,137,3,137
CCC(=O)c1ccc(OCCSc2ncccn2)cc1,0%,18,99,81,5%,-13,140,13,140
c1ccc(-c2nnc(-c3ccccc3)o2)cc1,13%,-8,86,94,-5%,2,128,-2,128
COc1ccc(S(=O)(=O)N(CC(=O)Nc2ccc3c(c2)OCO3)c2ccccc2OC)cc1,30%,-16,42,59,-4%,6,154,-6,154
CCS(=O)(=O)N1CCCC(C(=O)NCCCOC)C1 (stereo not given),-7%,1,102,101,-2%,20,104,-20,104
CCOC(=O)CSc1nnc(NCC(=O)OC(C)C)c(=O)[nH]1,-1%,5,101,96,-11%,-8,154,8,154
O=C(Nc1nncs1)c1cccc(S(=O)(=O)N2CCCCC2)c1,.,-11,95,106,.,-2,144,2,144
FC(F)(F)c1cccc(Cn2nnnc2-c2cc(Cl)cc(Cl)c2)c1,-7%,.,.,.,-1%,16,138,-16,138
Cc1ccc(-c2ccc(=O)n(CC(=O)NCc3ccco3)n2)cc1,1%,.,.,.,1%,-5,134,5,134
COC(=O)c1nc2n(n1)C(c1ccccc1OC)C1=C(CCCC1=O)N2 (stereo not given),-14%,-2,100,102,1%,.,.,.,.
COc1ccc(-c2csc(N3C(=N)SCC3=O)n2)cc1,-50%,.,.,.,-11%,.,.,.,.
Nc1nnc(N2CCCCCC2)s1,.,8,102,94,8%,8,129,.,.
COc1cccc(NC(=O)NCCCSC2CCCCC2)c1,6%,6,86,81,-7%,8,162,-8,162
COc1ccc(/C(O)=C2\C(=O)C(=O)N(CCCN(C)C)C2c2ccccc2F)cc1Cl (stereo not given),-1%,3,96,94,1%,.,.,.,.
CCOCCCn1cnc2c([nH]c3cc(OC)ccc32)c1=O,-2%,10,76,66,-1%,-30,118,30,118

# Gathered by group: those above with a CF3 group (5)
SMILES,PLAP inhibitors HTS,MRP resist rev,MRP resist rev cytotoxicity,MRP resist rev with doxorubicin,Bcl-B displacement,IL1B NFkB inh,IL1B NFkB inh cell count 2 µM,IL1B NFkB pot,IL1B NFkB pot cell count 2 µM
O=C(NC(Nc1nc2ccccc2s1)(C(F)(F)F)C(F)(F)F)c1ccccc1,14%,.,.,.,8%,7,136,-7,136
CNc1nc(NC)nc(-n2c(C(F)(F)F)nc3ccccc32)n1,12%,-11,67,78,-7%,11,132,-11,132
CCc1c(C)nc2[nH]nc(NC(=O)C(F)(F)F)n2c1=O,10%,6,96,90,-1%,9,96,-9,96
COC(=O)CSc1nc(-c2ccc(F)cc2)cc(C(F)(F)F)n1,.,-4,85,89,.,-26,136,25,136
FC(F)(F)c1cccc(Cn2nnnc2-c2cc(Cl)cc(Cl)c2)c1,-7%,.,.,.,-1%,16,138,-16,138
